S1P3 antag: antagonists of human S1P3 receptor. actives 0.27% (n = 170,000). Q99500. CHO S1P3 NFAT-BLA reporter, FRET fluorescence, antagonist mode. inhibition, % at 4.98 µM;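 active = inhibition above the plate cutoff, the mean inhibition of test wells on that plate plus 3 SD, cut at about 28% in these data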;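 note: cells challenged with S1P at its EC80 of 0.8 µM; blue over green emission ratio from cleaved BLA substrate after 4 h stimulation; 0% = S1P-stimulated wells and 100% = unstimulated DMSO-only wells; some compounds past the cut are filed as inactive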
PPARg SRC2 recr: PPARgamma-driven SRC-2 recruitment agonism; P37231; actives 0.34% (n = 200,000); activation, % at 8 µM; PPARgamma LBD-SRC-2 recruitment, biochemical; in the data active = activation above about 22%;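 note: 0% = vehicle and 100% = reference agonist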
Target sequence (P37231 whole entry, looked up, the tested form may be a part): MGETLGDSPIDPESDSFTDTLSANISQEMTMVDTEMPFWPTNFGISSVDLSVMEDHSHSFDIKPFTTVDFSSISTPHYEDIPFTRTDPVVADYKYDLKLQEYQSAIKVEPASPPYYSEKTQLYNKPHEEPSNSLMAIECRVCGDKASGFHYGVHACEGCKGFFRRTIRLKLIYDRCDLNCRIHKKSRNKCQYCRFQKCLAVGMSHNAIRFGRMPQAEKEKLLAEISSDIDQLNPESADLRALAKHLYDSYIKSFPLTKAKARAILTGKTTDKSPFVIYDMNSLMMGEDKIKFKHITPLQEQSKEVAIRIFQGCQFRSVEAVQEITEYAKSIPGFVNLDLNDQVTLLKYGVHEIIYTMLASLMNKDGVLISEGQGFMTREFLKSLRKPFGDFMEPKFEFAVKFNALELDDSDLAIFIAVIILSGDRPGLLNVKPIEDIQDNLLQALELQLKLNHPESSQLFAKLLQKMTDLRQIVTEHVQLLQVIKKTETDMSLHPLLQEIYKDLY
ROMK primary: human ROMK K+ channel modulation, primary screen; P48048; Tet-inducible ROMK, thallium flux fluorescence; actives lie on both sides; B-score at 10 µM; actives 2% (n = 130,000); AID 1918;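 active = signal ratio slope over the read window, or its plate-corrected B-score, at least 3 SD from the plate mean, either direction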;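 note: B-score of the F/F0 ratio slope over 7 to 12 s after thallium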
Target sequence (P48048 whole entry, looked up): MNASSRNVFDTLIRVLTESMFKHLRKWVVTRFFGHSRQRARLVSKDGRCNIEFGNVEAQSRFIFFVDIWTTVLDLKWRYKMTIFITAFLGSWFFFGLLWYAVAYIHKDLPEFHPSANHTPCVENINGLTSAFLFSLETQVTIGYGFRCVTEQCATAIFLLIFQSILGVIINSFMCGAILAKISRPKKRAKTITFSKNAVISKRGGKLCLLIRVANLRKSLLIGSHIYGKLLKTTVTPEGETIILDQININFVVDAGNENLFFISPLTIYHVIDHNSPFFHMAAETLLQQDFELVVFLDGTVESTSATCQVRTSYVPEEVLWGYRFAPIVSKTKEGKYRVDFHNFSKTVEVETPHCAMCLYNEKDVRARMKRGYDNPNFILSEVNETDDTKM
bIAP inh: blocks bovine intestinal alkaline phosphatase activity; purified bovine IAP, CDP-star luminescence, 30 min; inhibition, % at 20 µM; 190,000 tested, under 10 active; AID 1019;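 active = over 50% inhibition of intestinal alkaline phosphatase at 20 µM in the single-dose screen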
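System: Purified bovine intestinal alkaline phosphatase (IAP) enzyme | Input: IAP diluted 1/65,000,000 in the well | Also added: CDP-star chemiluminescent phosphatase substrate, 30 µM final | Dosing: 20 µM single dose | Times: Enzyme reaction for 30 min at room temperature | Detection: Luminescence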
Efa HMGR inh: blocks class II HMG-CoA reductase of Enterococcus faecalis; purified E. faecalis HMGR, NADPH absorbance 340 nm kinetic; inhibition, % at 10 µM; actives 0.41% (n = 190,000);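 active = inhibition above a set limit, the median over all tested compounds plus 3 SD, cut at about 9.5% in these data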;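 note: enzyme runs in reverse so mevalonate oxidation gives rising NADPH absorbance; 0% = complete reaction with DMSO and 100% = background rate lacking mevalonate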
PPARg SRC3 recr: promotes SRC-3 coactivator recruitment by human PPARgamma | P37231 | biochemical PPARgamma/SRC-3 coactivator recruitment assay | activation, % at 8 µM | actives 0.26% (n = 200,000); in the data active = activation above about 23%;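 note: 0% = DMSO and 100% = reference agonist; some compounds past the cut are filed as inactive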
TR-FRET SRC-2 ct: counter-screen for PPARgamma SRC-2 recruitment agonists: TR-FRET artefact; actives 0.4% (n = 200,000); stronger effect = higher value; TR-FRET ratio at 8 µM; in the data active = TR-FRET ratio above about 2000; note: inactives centre near 1500; reference of the scale not given here
DTT redox prof: compounds producing H2O2 with reducing agent – biochemical, NIH compound library profiling, artefact control for MLSCN library redox annotation, primary screen; DTT-dependent redox cycling H2O2, phenol red/HRP absorbance; 100% = 100 µM peroxide control, 0% = buffer; activation, % at 10 µM; actives 0.03% (n = 200,000);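 active = activation of at least 50% relative to the plate's high and low controls in the primary single-dose screen; inactive = activation below 50%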;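 note: compound incubated with DTT at 0.8 mM final as the reducing agent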
L major viab: inhibitors of Leishmania major promastigote growth; Leishmania major promastigotes, resazurin fluorescence viability; inhibition, % at 10 µM; actives 9% (n = 200,000); in the data active = inhibition above about 50%;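 note: promastigotes grown with compound for 44 hours at 28 °C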
PPARg SRC1 recr: PPARgamma-driven SRC-1 recruitment agonism. P37231. actives 0.41% (n = 200,000). activation, % at 8 µM. AID 631. PPARgamma-SRC-1 coactivator recruitment biochemical assay; in the data active = activation above about 19%;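 note: 0% = DMSO and 100% = reference agonist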
RAM network inh: blocks the yeast RAM network; inhibition, % at 50 µM; actives 1.8% (n = 190,000); S. cerevisiae dse1pr::URA3 reporter, 5-FOA growth OD615, 2 d; analog-sensitive cbk1-as2 kinase mutant strain;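 active = inhibition above a set limit, 3 SD over mean compound inhibition, cut at about 8.4% in these data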;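 note: 0% = DMSO-only wells with no growth and 100% = 10 µM 1-NA-PP1 full growth; inhibition rescues growth on 5-FOA so higher OD means more RAM inhibition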
* = called active by the depositor; . = not tested or not shown. This is a random part of the collection; overall some 13% were active at least once.

canonical_smiles | PPARg SRC3 recr | DTT redox prof | PPARg SRC1 recr | PPARg SRC2 recr | S1P3 antag | RAM network inh | Efa HMGR inh | bIAP inh | ROMK primary | TR-FRET SRC-2 ct | L major viab
CC1CCCCC1NC(=S)NC(=O)c1sc2ccccc2c1Cl (centres undefined) | 4 | -0.7 | 11 | 5 | -13 | 7.7 | -3 | 13 | -0.025 | 1491 | 2
Cn1[nH]c(CSc2ccc(Cl)cc2)cc1=O | -4 | -0.8 | 1 | -5 | -8 | -0.8 | 3 | -7 | 0.6 | 1548 | -5
CC(C)(C)NS(=O)(=O)c1ccc(CCC(=O)O)cc1 | -5 | 2.0 | -5 | 2 | 8 | -0.3 | -2 | 7 | . | 1501 | -7
CN(C)C(=O)c1cn(-c2ccccc2)nc1-c1cc2ccccc2oc1=O | -2 | 0.3 | 2 | 3 | 9 | 3.6 | 3 | 3 | 0.62 | 1509 | -2
O=C(CSc1ccccn1)Nc1ccc(Cl)cn1 | -3 | -1.9 | 4 | 7 | -2 | 2.1 | -8 | -1 | 1.1 | 1611 | 1
Oc1ccc(C=Nc2ccc(N3CCOCC3)cc2)c(O)c1 | 6 | -3.7 | 13 | 15 | -19 | -0.2 | 4 | 11 | . | 1630 | 1
C=CCn1cc(C(=O)OC)c(=O)c2cc(S(=O)(=O)N3CCC(C)CC3)ccc21 | 0 | -1.5 | 2 | 4 | -11 | . | . | . | 0.035 | 1585 | -1
CCOC(=O)Cn1nnnc1C(C(C)C)N(Cc1cc2c(C)cc(C)cc2[nH]c1=O)C1CCCC1 (centres undefined) | -4 | 0.5 | 3 | -2 | -20 | -0.9 | -9 | -16 | . | 1566 | 27
Cc1noc(C)c1CSCC(=O)OCC(=O)NC1CCCCC1 | -2 | -0.1 | -2 | -12 | . | 1.3 | 2 | 0 | 0.72 | 1280 | -2
CCn1c2ccccc2c2cc(NC(=O)c3cccc(OC)c3)ccc21 | 5 | 2.0 | -2 | -5 | . | 2.5 | 3 | 14 | . | 1532 | 14
CCO[C@@H]1OC(C(=O)NCc2nc3ccccc3[nH]2)=C[C@H](C)[C@H]1CCCO | 6 | -1.3 | 5 | 3 | -14 | 0.8 | 2 | -6 | . | 1586 | 0
CC(=O)N1N=C(c2cccs2)CC1c1cccc([N+](=O)[O-])c1 (centres undefined) | -3 | 0.0 | 6 | 3 | 8 | -0.1 | -4 | 2 | -0.83 | 1710 | 6
COc1ccccc1-c1c(C)oc2cc(OCC(=O)OCc3ccccc3)ccc2c1=O | 1 | 0.0 | 4 | -2 | 6 | 6.9 | -7 | 2 | 0.65 | 1649 | 87*
C=CCN(c1ccccc1C(=O)O)S(=O)(=O)/C=C/c1ccccc1 | 8 | -0.5 | 14 | 1 | -13 | 0.5 | -1 | 6 | 0.77 | 1569 | -1
O=C(CSCc1c(Cl)cccc1Cl)N1CCOCC1 | -7 | 0.2 | 6 | -2 | -30 | 1.0 | -4 | 5 | 0.2 | 1437 | -3
O=C(C(=O)N1CCOCC1)c1cn(CCOc2ccccc2)c2ccccc12 | 1 | 1.1 | 9 | 2 | -15 | 1.3 | -2 | -14 | -0.038 | 1382 | 8
CC(C)(C)C1CCc2c(sc3c2C(=O)NC(c2ccco2)N3)C1 (centres undefined) | 0 | -0.5 | 8 | 14 | 14 | 2.1 | -1 | 6 | 1.9 | 1511 | 7
CC(=O)NCC(=O)N(C)C(C(=O)Nc1ccc2c(c1)OCCO2)c1ccc(C)cc1 (centres undefined) | 0 | -0.3 | 2 | -1 | -13 | 0.6 | -5 | 3 | 0.49 | 1397 | -8
CCOC(=O)CSC1=C(C#N)C(c2sccc2C)C(C(C)=O)=C(C)N1 (centres undefined) | 0 | 2.0 | 4 | 6 | . | 3.4 | -1 | 2 | . | 1588 | 3
O=C(O)c1ccccc1C(=O)Nc1ccc(Br)c2cccnc12 | 3 | 0.5 | 1 | -15 | -1 | 1.2 | -1 | -16 | 0.082 | 1496 | -11

As a short view, 4 of the compounds above.
canonical_smiles | PPARg SRC3 recr | DTT redox prof | PPARg SRC1 recr | PPARg SRC2 recr | S1P3 antag | RAM network inh | Efa HMGR inh | bIAP inh | ROMK primary | TR-FRET SRC-2 ct | L major viab
CC(C)(C)C1CCc2c(sc3c2C(=O)NC(c2ccco2)N3)C1 (centres undefined) | 0 | -0.5 | 8 | 14 | 14 | 2.1 | -1 | 6 | 1.9 | 1511 | 7
CC(=O)NCC(=O)N(C)C(C(=O)Nc1ccc2c(c1)OCCO2)c1ccc(C)cc1 (centres undefined) | 0 | -0.3 | 2 | -1 | -13 | 0.6 | -5 | 3 | 0.49 | 1397 | -8
CCOC(=O)CSC1=C(C#N)C(c2sccc2C)C(C(C)=O)=C(C)N1 (centres undefined) | 0 | 2.0 | 4 | 6 | . | 3.4 | -1 | 2 | . | 1588 | 3
O=C(O)c1ccccc1C(=O)Nc1ccc(Br)c2cccnc12 | 3 | 0.5 | 1 | -15 | -1 | 1.2 | -1 | -16 | 0.082 | 1496 | -11

The list continues:
canonical_smiles | PPARg SRC3 recr | DTT redox prof | PPARg SRC1 recr | PPARg SRC2 recr | S1P3 antag | RAM network inh | Efa HMGR inh | bIAP inh | ROMK primary | TR-FRET SRC-2 ct | L major viab
COc1ccc(S(=O)(=O)N2Cc3ccccc3CC2C(=O)O)cc1 (centres undefined) | 6 | 0.1 | 6 | 5 | . | 1.9 | -3 | 0 | -0.56 | 1610 | -7
CCOC(=O)c1cc(-c2ccccc2)n(CC(=O)Nc2cccc(OC)c2)c1C | 1 | -0.3 | 4 | 6 | -5 | 4.6 | -3 | 6 | -4.8* | 1560 | 1
O=c1c2ccccc2nc2n1CCCS2 | 8 | -0.8 | -1 | 11 | -3 | 2.6 | 3 | 10 | . | 1631 | -3
Cc1c([N+](=O)[O-])ccc(S(=O)(=O)N2CCC(C(N)=O)CC2)c1C | -4 | 0.3 | 2 | 0 | 1 | -0.3 | -2 | -64 | -0.33 | 1616 | 84*
O=C(NCCCN1CCOCC1)c1ccc(-n2nc(C(F)(F)F)cc2-c2cccs2)cc1 | -1 | 0.0 | -6 | 2 | . | -1.1 | 2 | -13 | -0.42 | 1595 | 3
CCOc1ccc(NC(=O)Cc2ccccc2)cc1 | -2 | 0.6 | 0 | -2 | 13 | 0.8 | -8 | -2 | -0.75 | 1597 | -1
CCn1cc(CNc2nc3nonc3nc2N2CCCCC2)cn1 | 5 | 1.2 | -1 | 1 | -1 | -0.5 | 3 | 3 | 0.91 | 1704 | 2
CC(NC(=O)c1ccco1)C(c1cccs1)N1CCN(c2ccccc2F)CC1 (centres undefined) | -12 | 1.5 | -5 | -2 | -7 | -0.1 | -2 | 2 | 0.06 | 1487 | 37
CC(C)C(c1nnnn1C(C)(C)C)N1CCOCC1 (centres undefined) | -8 | 2.9 | -9 | 6 | . | -0.6 | -7 | 11 | . | 1528 | 0
COc1ccc(-c2nnn(CC(=O)NCc3ccc4c(c3)OCO4)n2)cc1OC | 2 | -0.1 | -2 | 7 | -14 | -0.4 | 0 | -8 | 1.1 | 1439 | -3
COc1ccc(-c2[nH]ncc2N=Nc2cc(C)cc(C)c2)cc1 | 1 | -0.1 | 10 | 2 | 38* | 5.3 | 0 | -8 | 0.12 | 1688 | 25
COc1ccc(CN2CCNC(=O)C2CC(=O)O)cc1OC (centres undefined) | -11 | -0.8 | 4 | -2 | -24 | 0.0 | 0 | 15 | . | 1375 | -6
COc1ccc(NC(=S)NC(=O)/C=C/c2cccs2)cc1 | 3 | -1.2 | 4 | -1 | -8 | 2.1 | -3 | 7 | 0.0027 | 1527 | 0
CC(NC(=O)/C(=C/c1ccc2c(c1)OCO2)NC(=O)c1cccc([N+](=O)[O-])c1)C(=O)O (centres undefined) | -1 | -1.2 | 4 | 0 | -12 | 0.7 | -3 | -3 | 0.036 | 1665 | 1
Cc1cc(C)nc(SCc2nnc(SCC(=O)Nc3cc(C(F)(F)F)ccc3Cl)o2)n1 | 3 | -0.5 | -5 | 1 | 3 | 0.4 | -9 | -54 | . | 1363 | 0
O=C(c1cccc2ccccc12)n1nnc2ccccc21 | -3 | 0.5 | 5 | 5 | . | . | . | . | . | 1375 | -4
CC1Cc2ccccc2N1C(=O)c1ccc2c(c1)nnn2C (centres undefined) | -3 | 2.2 | -3 | -2 | -6 | 1.1 | 0 | -2 | . | 1579 | 8
Cc1nnc(SCC(=O)N2CCN(S(=O)(=O)c3ccc(Cl)cc3)CC2)[nH]c1=O | -4 | -1.3 | 10 | -3 | -14 | 2.8 | -1 | 3 | 0.083 | 1510 | -9
CCOc1ccccc1NC(=O)c1ccccc1-c1nc(-c2ccccc2)no1 | -15 | 2.0 | 8 | -3 | -7 | 12* | 1 | 11 | . | 1458 | 16
CC(=O)c1cccc(NC(=O)COC(=O)c2cccc(N3C(=O)c4ccccc4C3=O)c2)c1 | 6 | 0.5 | 0 | 4 | -12 | 2.7 | 1 | 3 | . | 1678 | -7
COC(=O)c1ccc(COC(=O)c2ccc(SC)cc2OC)cc1 | 3 | 0.4 | 7 | 11 | -8 | 6.6 | 3 | 13 | . | 1683 | -8
CN(c1cccc(NC(=O)Cc2ccccc2)c1)S(C)(=O)=O | -13 | 2.8 | -6 | 5 | 3 | 0.9 | 1 | 8 | -0.0049 | 1480 | -1
CN(C)c1[nH]c(=O)c(C#N)c2c1CCN2Cc1ccccc1 | 5 | -0.1 | 2 | -1 | 16 | 0.9 | -3 | 3 | -0.34 | 1478 | 14
N/C(=N\OC(=O)Nc1ccccc1)c1ncc(C(F)(F)F)cc1Cl | -3 | 0.3 | 4 | 8 | . | 0.7 | -3 | 26 | -0.14 | 1510 | 1
CCC1CCCCN1c1ccc([N+](=O)[O-])cc1/C=N/NC(=O)Cn1c2ccccc2c(=O)c2ccccc21 (centres undefined) | 8 | 0.3 | 4 | 5 | . | 7.2 | -4 | 23 | -0.41 | 1609 | 51*
O=C(Cc1ccccc1)NNC(=O)c1ccc(NC(=O)c2ccccc2)cc1 | 7 | -1.4 | 4 | 10 | -19 | 2.5 | -7 | 9 | 0.72 | 1727 | -6
Cc1ccc(OCCCSc2n[nH]c(N)n2)cc1 | -1 | -1.7 | 8 | -1 | -3 | -0.4 | -6 | -15 | -0.98 | 1542 | 6
O=C(O)c1ccccc1C(=O)c1ccc(N2CCOCC2)c([N+](=O)[O-])c1 | 7 | -1.0 | 5 | -1 | -14 | 0.4 | 0 | 0 | -0.044 | 1491 | 1
COc1ccc(-c2cc(C(=O)NCc3ccccc3)no2)cc1OC | 7 | -0.7 | -1 | 6 | -10 | 1.1 | -3 | 6 | 0.36 | 1633 | -4
Cc1sc(NC(=O)c2cccs2)nc1-c1ccccc1 | -16 | 0.1 | -4 | -8 | -20 | 3.1 | 0 | 11 | . | 1429 | 35

From PubChem BioAssay
